Yfh1-off respiration: enhancers of respiration in Yfh1-depleted yeast, dose response, Friedreich's ataxia, plus single-dose screen (AID 1465) | S. cerevisiae Yfh1-off respiration, WST-1 reduction, 72 h; higher fold induction means a stronger effect | fold induction at 50 µM; hits with a dose series show EC50 in µM | actives 0.074% (n = 220,000);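 active means fold induction of absorbance versus untreated yeast above a set limit, then at least 30% activation at any dose in follow-up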;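 further: activators that raise dye reduction in frataxin-depleted yeast; strong numbers were not always called active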
Dynein transport: inhibitors of GR-EGFP nuclear translocation, primary screen, dynein cargo transport inhibitor project, imaging, high-content, 3617.4 mouse cells; actives 0.47% (n = 220,000); AID 1381, 2008; z-score, hits read low; test concentration mostly 20 µM; stimulated with dexamethasone, 1 µM; active compounds read low;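 active means plate z-score of nuclear minus cytoplasmic receptor signal below a set negative limit, without overly bright fluorescence or cell loss, cut at about -3.5 in these data, passing the limit was not always enough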;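 further: z-score of nuclear minus cytoplasmic ring GR-EGFP intensity difference per well; some compounds called inactive have numbers as strong as hits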
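Buffer or medium: tetracycline-free induction medium containing charcoal-stripped FBS / Reagent: dexamethasone agonist, 1.0 µM final, for 30 min / Technique: automated 10x imaging of fixed Hoechst-stained cells / Times: induction 48 h, compound 1 h, agonist 30 min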
Insulin prom up: insulin promoter activators in MIN6 cells, imaging, high-content screening, mouse beta cells; MIN6 insulin promoter-GFP reporter; active compounds read high; z-score at 5 µM; actives 0.3% (n = 190,000);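 active means z-score above 3 at 5 µM with at least 500 cells counted in the well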
WT yeast gro inh: growth inhibition of WT strain, primary screen, mitochondrial fusion inhibitor project, WT and mutant strains, chemical genetic. mitochondrial fusion phenotypic screen. inhibition, % at 10 µM. actives 2.1% (n = 190,000). AID 1362, 2008; in the data active means inhibition above about 58%; tested in S. cerevisiae
Autophagy mod: autophagy modulators in MEF cells, primary screen, imaging, high-content, MEF GFP-LC3; MEF GFP-LC3 puncta imaging; test concentration mostly 10 µM; calls only at 10 µM (by protocol); actives 0.98% (n = 190,000);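 active means percentage of spot-positive cells more than 3 SD above its plate mean, without a fluorescence outlier flag or 80% toxicity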;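 further: spot-positive cell cutoff set from DMSO-treated cells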
b-catenin transl: modulators of beta-catenin nuclear translocation, primary screen, imaging, HeLa cells, immunofluorescence, high-content; actives 0.3% (n = 190,000); AID 1665, 2009; nuclear translocation activity, % at 5 µM;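 active means nuclear translocation activity above 50% at 5 µM, with a well cell count of 50 or more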;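 further: per-cell ratio of nuclear to cytoplasmic median beta-catenin stain intensity; plate controls were DMSO negative control for no effect and GSK-3 inhibitor IX positive control for full effect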
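Signal – beta-catenin immunofluorescence imaging with DAPI · Test system – human HeLa cell line · Dosing – 5 µM primary single dose, 0.1% DMSO, 0.02–20 µM confirmation series · Measure – % activation, nuclear-to-cytoplasmic median beta-catenin signal ratio per cell · Incubation – 24 h compound exposure at 37°C, 5% CO2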
NOD2 inhibition: NOD2 signaling inhibitors, cell-based, luminescence, uHTS, HEK293 (AID 1566); HEK293 NOD2/NF-kB luciferase reporter, luminescence; higher % means a stronger effect; inhibition, % at 4 µM; hits with a dose series show EC50 in µM; actives 0.63% (n = 290,000); in the data active means inhibition above about 50%; further: many of its hits are not listed in these tables
Lipid droplet: inhibitors of hepatocyte lipid droplet formation, primary screen, imaging, high-throughput imaging, BODIPY stain | AML12 mouse hepatocytes, oleate lipid droplets | inhibition, % at 6.5 µM | actives 0.4% (n = 240,000) | AID 1656, 2009;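 active means lipid droplet intensity inhibited by at least 50%, with more than 500 cells counted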
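Material – AML12 mouse liver cells · Also added – oleate loading, 100 µM · Compound dosing – 6.5 µM single-point dosing · Times – overnight treatment with compound plus oleate · Measured by – fluorescence imaging, 20x objective, two fields per well · Read-out – percent inhibition of filter-corrected integrated lipid droplet intensity per well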
MT stabilize HCS: microtubule stabilizers in HeLa cells, primary screen, imaging, high-content imaging; HeLa tubulin immunostaining HCS, 24 h; share of cells brighter than vehicle mean+2SD; % tubulin-high responders, % at 10 µM; actives 0.83% (n = 200,000); AID 2205, 2009;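 active means plate Z-score above 3 for both tubulin-high and condensed-nucleus cell shares, with cell loss under 80%, at 10 µM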;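 further: anti alpha tubulin signal scored within the nucleus-defined area of each cell; some results filed as inactive read as strong as hits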
WT yeast gro inh mutant strain: also measured in WT yeast gro inh; calls as there; inhibition, %; mitochondrial fusion phenotypic screen, mutant strain inhibition
Dynein transport cytoplasmic EGFP: further read-out of Dynein transport, marked with its call; z-score; measured here: cytoplasmic GR-EGFP intensity; active compounds read high
Dynein transport nuclear GR-EGFP: recorded beside Dynein transport, whose call it bears; z-score; measured here: nuclear GR-EGFP intensity;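 lower value marks the stronger effect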
Dynein transport cell count: second read-out of Dynein transport, no call of its own (marks repeat the call); z-score; measured here: cell count per field
Insulin prom up cell count: second read-out of Insulin prom up, no call of its own (marks repeat the call); cell count; measured here: cytotoxicity, nuclei count;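 total cells summed across four imaged fields per well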
Lipid droplet cells 6.5 µM: also measured in Lipid droplet; calls as there; cell count; measured here: cell count, cytotoxicity flag;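 cells counted across two imaged fields per well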
b-catenin transl cell count 5 µM: second read-out of b-catenin transl, no call of its own (marks repeat the call); cell count; measured here: cell count, cytotoxicity flag
MT stabilize HCS Hoechst-high %: second read-out of MT stabilize HCS, no call of its own (marks repeat the call); % Hoechst-high responders; measured here: nuclear condensation Hoechst responders;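 share of cells brighter than vehicle mean plus two SD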
MT stabilize HCS cytotoxicity %: further read-out of MT stabilize HCS, marked with its call; toxicity, %; measured here: cytotoxicity by cell density;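 0% = mean cell density of plate MIN control wells and 100% = no cells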
Autophagy mod cell loss 18 h: further read-out of Autophagy mod, marked with its call; toxicity, %; measured here: cell loss, nuclei count;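 cell loss after 18 h compound exposure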
* marks the source's active call; other numbers are inactive results; i = inactive; / = not tested or not shown; + = active, no number; & = joins results of further samples.

SMILES	Yfh1-off respiration	Dynein transport	Dynein transport cytoplasmic EGFP	Dynein transport nuclear GR-EGFP	Dynein transport cell count	Insulin prom up	Insulin prom up cell count	WT yeast gro inh	WT yeast gro inh mutant strain	Autophagy mod	Autophagy mod cell loss 18 h	b-catenin transl	b-catenin transl cell count 5 µM	NOD2 inhibition	Lipid droplet	Lipid droplet cells 6.5 µM	MT stabilize HCS	MT stabilize HCS Hoechst-high %	MT stabilize HCS cytotoxicity %
O=C(Nc1ccc(N2CCN(C(=O)c3ccco3)CC2)cc1)c1ccco1	i	0.76	-0.18	0.23	-0.66	/	/	1	-9	i	14	0.3	1559	3%	1	731	2.3	2.0	3.9
COc1cc(OC)c(-c2nc3cnccc3n2C)cc1OC	i	-0.51	-0.25	-0.9	0.46	0.48	1296	4	8	i	-2	/	/	2%	2	743	2.4	1.3	5.0
C=CCSc1nnc(CNC(=O)c2ccccc2C)n1C(C)C	i	-0.51	-0.31	-0.52	0.48	-1.4	1288	-11	4	i	0	-0.5	1157	4%	22	676	3.1	1.9	11
COc1cccc(/C=N\NC(=O)c2cc(OCC(F)(F)F)ccc2OCC(F)(F)F)c1	/	/	/	/	/	2.5	1573	-6	2	i	2	-1.5	1364	15%	/	/	1.4	1.4	9.5
O=C(NCc1ccc(F)cc1)C1CCN(C(=O)NCc2ccccc2)CC1	i	0.037	-0.23	-0.019	1.1	0.23	1197	-15	5	i	-5	0.4	1046	-10%	47	609	2.4	0.3	23
Cc1ccnc(SCc2cc(=O)c(OC(=O)c3ccc(Br)o3)co2)n1	i	-0.26	-0.2	-0.2	0.5	0.08	1460	17	7	i	8	-1.2	1023	19%	4	632	5.1	3.2	6.8
Cc1c(C(=O)NCc2ccccc2)oc2c1C(=O)CCC2	i	0.16	-0.22	-0.025	0.32	/	/	-17	4	i	2	-0.3	1204	6%	-6	722	3.1	2.5	5.1
NC(=O)Cc1nc(-c2ccc(F)cc2)cs1	i	-0.084	-0.14	0.29	0.0033	0.18	1068	/	/	/	/	0.0	1312	15%	6	747	/	/	/
Cc1cc(NC(=O)c2ccc(NC(=O)C(C)Oc3ccccc3)cc2)no1 (stereo not drawn)	i	-0.25	-0.3	0.46	0.74	/	/	0	-8	i	14	-0.9	495	5%	-3	725	4.1	3.1	4.8
CSCC(C)N1CCC(CO)(CCCc2ccccc2)CC1 (stereo not drawn)	i	0.35	-0.13	0.22	-0.25	-0.04	1446	-2	6	i	16	-0.6	1071	5%	1	709	5.1	2.3	10
CCOC(=O)c1c(C)[nH]c(C(=O)OCC(=O)NC(C)(C)C)c1C	i	0.82	-0.37	-0.044	-0.26	-0.2	1196	-10	-6	i	-5	-0.4	1081	20%	-2	664	1.9	2.4	8.1
O=C(Nc1ccc(F)cc1F)c1csc(-c2ccncc2)n1	i	2.2	0.65	2.3	-3	0.28	1539	22	19	i	1	-4.9	1128	-5%	-33	470	1.5	1.4	1.6
S=C(Nc1cccc(Cl)c1)Nc1ccccc1Oc1ccccc1	i	1.3	0.16	0.58	-2.2	/	/	52	18	i	1	/	/	13%	/	/	1.7	0.8	0.2
CCCC(C)NC(=O)Cc1ccccc1[N+](=O)[O-] (stereo not drawn)	i	1.1	-0.25	0.29	-0.012	-0.25	2244	-5	-23	i	6	-1.3	961	14%	-10	583	3.4	2.1	2.5
Cc1cc(C)nc(NC(=O)c2cccs2)n1	i	-0.0015	-0.79	-0.14	-0.33	-0.32	1034	/	/	/	/	0.2	1355	-3%	-1	720	/	/	/
Cc1n[nH]c(C)c1N1C(=O)c2cccc3cc(Br)cc(c23)C1=O	i	0.073	0.018	0.42	-0.47	-0.7	925	11	-4	i	-8	-0.7	1131	0%	-11	772	1.7	2.3	5.7
COc1ccc(C2C3=C(CC(C)(C)CC3=O)OC(N)=C2[N+](=O)[O-])cc1 (stereo not drawn)	i	0.53	-0.21	0.2	-0.61	-0.16	1228	-24	-12	i	1	-0.8	501	9%	9	629	4.6	1.8	0.6
O=C(O)c1cc(-c2ccccc2)n(-c2ccc(Cl)cc2)n1	i	-1.4	-0.34	-0.3	1.2	-0.65	1263	7	10	i	-5	-0.2	1092	22%	9	710	0.3	2.7	4.1
CCc1ccc(C(=O)NNC(=O)OC)cc1	i	-0.76	-0.35	-0.52	1.3	0.59	1246	-1	2	i	-5	0.2	1077	2%	11	786	1.8	2.8	7.9
CC(=O)Nc1ccc(S(=O)(=O)N=S(C)C)cc1	i	0.28&-1.1	-0.77&-0.17	0.35&-0.63	-0.58&0.18	0.37	980	-2	5	i	20	1.8	1295	11%&11%	-7	716	4.3	2.6	3.7
O=C(CNc1cccc2ccccc12)N/N=C/c1ccc(OC(=O)/C=C/c2ccco2)cc1	i	1.4	0.47	2.4	-2	-0.01	1448	47	23	i	12	1.4	1038	4%	-1	635	3.6	1.6	1.2
COC(=O)c1sc2ncccc2c1OCc1ccc(Cl)cc1Cl	i	-0.16	-0.18	-0.28	0.79	1.1	1203	13	-3	i	3	-3.7	1445	7%	/	/	1.9	1.5	7.3
CN(CCc1ccccn1)C(=O)Nc1ccc(Cl)cc1	i	3.7	-0.32	1.7	-0.96	0.41	994	-14	11	i	0	0.5	1157	-5%	16	787	2.1	1.8	4.8
CC(=O)Nc1cccc(OCc2ccc(F)cc2)c1	i	0.53	-0.2	0.66	-0.23	-0.95	1606	5	8	i	0	-0.4	1109	-27%	-2	733	2.3	1.5	12
COCCOC(=O)c1c(C)oc2ccc(OCc3cc(C(=O)OC)oc3C)cc12	i	0.46	-0.18	0.24	-0.65	-0.33	1290	11	26	i	-6	-3.4	1054	34%	/	/	2.0	2.0	11
Other records.
SMILES	Yfh1-off respiration	Dynein transport	Dynein transport cytoplasmic EGFP	Dynein transport nuclear GR-EGFP	Dynein transport cell count	Insulin prom up	Insulin prom up cell count	WT yeast gro inh	WT yeast gro inh mutant strain	Autophagy mod	Autophagy mod cell loss 18 h	b-catenin transl	b-catenin transl cell count 5 µM	NOD2 inhibition	Lipid droplet	Lipid droplet cells 6.5 µM	MT stabilize HCS	MT stabilize HCS Hoechst-high %	MT stabilize HCS cytotoxicity %
C=CCNC(=S)NNC(=O)C(CCCC)CC(C)O (stereo not drawn)	i	0.022	-0.11	0.12	0.034	0.32	821	10	11	i	-8	-2.0	1149	14%	3	806	1.3	1.4	6.9
CCOc1cc(C(=O)CCC(=O)OCC(=O)N2c3ccccc3NC(=O)C2(C)C)ccc1O	i	-0.56	-0.17	-0.052	0.38	0.88	803	-2	1	i	7	0.3	1118	-6%	-8	772	1.3	0.8	3.6
O=C(NC1C/C(=N/O)c2cc3c(cc21)OCO3)C(F)(F)F (stereo not drawn)	i	-0.047	-0.26	0.24	-0.3	-0.61	1446	-12	7	i	0	0.9	1042	-10%	9	723	10	2.0	9.8
COc1ccc(C2=NOC(C(=O)NCc3cccs3)C2)cc1 (stereo not drawn)	i	0.55	1.2	0.27	-0.22	-1.1	975	16	14	+	28*	/	/	-53%	-1	754	2.1	2.1	13
COc1ccc(/C=C\c2onc(C)c2S(=O)(=O)N2CCC(C(=O)NCc3ccco3)CC2)cc1	i	0.24	-0.3	0.53	0.61	0.16	1038	/	/	/	/	0.9	1318	12%	8	727	/	/	/
CCOC(=O)Cn1nc(C(F)F)c(Br)c1C	i	0.46	-0.28	0.078	0.068	-0.86	1253	-4	-1	i	6	-0.2	1064	-6%	2	714	4.7	2.4	9.8
C#CCN1C(=O)C(O)(CC(=O)/C=C/C=C/c2ccccc2)c2ccccc21 (stereo not drawn)	i	-2.9	0.44	-1.5	-0.26	0.38	1453	-8	-4	i	10	-1.4	1012	1%	3	618	1.6	1.8	9.8
CCCCC1=CC2=C(c3ccco3)C(=O)C(C)(OC(=O)c3ccc(OC)cc3)C(=O)C2=CN1Cc1ccco1 (stereo not drawn)	i	1.2	-0.57	0.57	-1.2	-0.17	792	/	/	/	/	-1.1	1105	-13%	29	753	/	/	/
CC(Oc1ccc(-c2ccccc2)c(F)c1)c1ccn(S(=O)(=O)c2cccc3ccccc23)n1 (stereo not drawn)	/	-0.51	-0.2	-0.45	-0.29	/	/	-1	-8	i	-21	/	/	-2%	/	/	2.9	1.8	3.4
N#Cc1ccc(C2=NC(C(F)(F)F)(C(F)(F)F)c3c(n(Cc4ccco4)c(=O)[nH]c3=O)N2)cc1	i	-0.36	-0.17	-0.72	0.049	-0.36	1479	-1	12	i	-2	0.0	1395	20%	/	/	2.2	1.5	0.2
CCC(C)(C)C1CCc2c(sc(NC(=O)c3ccccc3C(=O)O)c2C#N)C1 (stereo not drawn)	i	-0.67	-0.26	-0.38	0.89	/	/	/	/	/	/	-0.6	1110	4%	-7	644	/	/	/
CC(C)C1Cc2c(C#N)c(N)n(C)c(=S)c2CO1 (stereo not drawn)	/	0.27	-0.24	-0.5	-1.4	-0.74	1562	0	16	i	9	-0.6	904	-4%	/	/	4.8	2.7	8.7

Arranged by the number under MT stabilize HCS Hoechst-high % (smallest number first): some entries from above
structure	MT stabilize HCS Hoechst-high %
O=C(Nc1ccc(F)cc1F)c1csc(-c2ccncc2)n1	1.4
O=C(Nc1ccc(N2CCN(C(=O)c3ccco3)CC2)cc1)c1ccco1	2.0
Cc1n[nH]c(C)c1N1C(=O)c2cccc3cc(Br)cc(c23)C1=O	2.3

An excerpt; the hit share may differ from the screen's.
